KRASV12 cytotoxicity – cytotoxicity in KRAS-transformed pancreatic duct cells, primary screen, cell-based, fluorescence, HTS (AID 431); cytotoxicity, % at 10 µM, or EC50 in µM where a hit was titrated; HPDE-C7K KRASV12 cells, Alamar Blue viability, 48 h; higher % means a stronger effect; 1.7% of 63,000 active;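 active means compounds whose percent cytotoxicity in the single-dose primary screen, scaled between solvent and toxic-drug controls, exceeds 50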;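 further: 0% = DMSO solvent wells and 100% = doxorubicin-treated wells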
MK inhibit – S. pneumoniae MK inhibitors, primary screen, biochemical, PK/LDH-coupled NADH absorbance; inhibition, % at 10 µM; AID 555, 2006; mevalonate kinase [Streptococcus pneumoniae D39]; 0.48% of 65,000 active; purified MK, PK/LDH-coupled NADH absorbance 340 nm;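 active means ranked among the strongest by inhibition in the single 10 µM screen, a fixed top-ranked set picked for dose follow-up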; further: no value below 0 was filed
Alkaline phosphatase – human TNAP enzyme inhibitors, biochemical, luminescent (AID 518); purified TNAP enzyme, luminescent substrate readout; higher % means a stronger effect; inhibition, % at 20 µM, or IC50 in µM where a hit was titrated; 0.09% of 64,000 active; in the data active means a potency from the dose series; inactive means the rest, 99 in 100 with inhibition below about 22%;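 further: plate controls were vehicle for no effect and reference inhibitor for full effect; many of its hits are not listed in these tables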
HPDE-C7 viability – cytotoxicity in HPDE-C7 cells, cell-based, fluorescence, HTS (AID 430) | HPDE-C7 pancreatic duct cells viability, fluorescence; higher % means a stronger effect | cytotoxicity, % at 10 µM; hits with a dose series show EC50 in µM | 1.8% of 63,000 active;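 further: cells exposed to compound for 48 hours before viability readout; 0% = vehicle and 100% = reference cytotoxic drug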
Spn DPM-DC inh – S. pneumoniae DPM-DC inhibitors, primary screen, biochemical, PK/LDH-coupled NADH fluorescence; diphosphomevalonate decarboxylase (Streptococcus pneumoniae D39); purified DPM-DC; calls only at 10 µM; 0.49% of 65,000 active; AID 556, 2006;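 active means the 320 compounds with the highest percent inhibition in the single-dose primary screen, excluding strongly autofluorescent ones, cut at about 32% in these data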;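 further: kinetic rate of NADH fluorescence loss reporting ADP formed by the decarboxylase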
Bfl-1 inhibitors – Bfl-1 inhibitors, primary screen, biochemical, fluorescence polarization, FITC-Bid, mouse (AID 432). 0.02% of 64,000 active. Bcl-2-related protein A1 (Mus musculus). FITC-Bid BH3 peptide fluorescence polarization displacement; higher % means a stronger effect. one-dose displacement, % at 20 µM; IC50 in µM for titrated hits; in the data active means a potency from the dose series; inactive means the rest, 99 in 100 with displacement below about 15%; further: strong numbers were not always called active
LYP phosphatase – LYP phosphatase inhibitors, primary screen, biochemical, DiFMUP fluorescence, recombinant catalytic domain, 10 µM (AID 606); Tyrosine-protein phosphatase non-receptor type 22 (Homo sapiens); recombinant LYP catalytic domain, DiFMUP fluorescence; higher % means a stronger effect; inhibition, % at 10 µM, or IC50 in µM where a hit was titrated; 52,000 tested, under 10 active;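 active means IC50 under 40 µM in the dose-response test; inactive means IC50 of 40 µM or more, or never dose-tested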
HT1080 cytotoxicity – cytotoxicity in HT1080 fibrosarcoma cells, cell-based, fluorescence readout (AID 620). HT1080 viability, fluorescence; higher % means a stronger effect. one-dose cytotoxicity, % at 10 µM; EC50 in µM for titrated hits. 0.42% of 87,000 active;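 further: cells exposed to compound overnight then 4 h with Alamar Blue; 0% = vehicle DMSO and 100% = killing control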
Spn PMK inh – S. pneumoniae PMK inhibitors, primary screen, biochemical, mevalonate pathway, pilot trial included | phosphomevalonate kinase (Streptococcus pneumoniae D39) | purified PMK, PK/LDH-coupled NADH absorbance 340 nm | inhibition, % at 10 µM | 0.49% of 65,000 active | AID 539, 2006;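 active means top-ranked compounds by inhibition in the single 10 µM screen, taking a fixed number of the strongest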;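 further: 0% = full reaction with DMSO carrier and 100% = background rate without enzyme reaction; no value below 0 was filed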
Spn PMK inh pilot replicates – recorded beside Spn PMK inh, whose call it bears; inhibition, %; measured here: pilot screen replicates
MK inhibit pilot replicates – second read-out of MK inhibit, no call of its own (marks repeat the call); inhibition, %; measured here: pilot screen replicates
Spn DPM-DC inh pilot screen % – further read-out of Spn DPM-DC inh, marked with its call; inhibition, %; measured here: pilot screen trials
Active calls of the source: *; i = inactive; nt = no result given. Unless noted, no stated cut-off is given here; in the data, active means cytotoxicity above about 50%; inactive means the rest.

SMILES | KRASV12 cytotoxicity | MK inhibit | Alkaline phosphatase | HPDE-C7 viability | Spn DPM-DC inh | Bfl-1 inhibitors | LYP phosphatase | HT1080 cytotoxicity | Spn PMK inh | others
O=C(COc1ccc(S(=O)(=O)NC2CCCCC2)cc1)NCC1CCCO1 (stereo not drawn) | 0% | 8 | 4% | -2% | i | -6% | 4% | 2% | 0
CCOc1nc(-c2ccc(OC)cc2)ccc1-c1noc(C)n1 | 6% | 6 | 17% | -4% | nt | 0% | nt | 2% | 8
Cc1ccc(C)c(S(=O)(=O)N2CC(=O)Nc3ccccc32)c1 | -1% | 2 | 7% | -8% | i | -5% | 8% | 9% | 2
O=C(CN1CCN(c2ccccc2)CC1)Nc1c(C(=O)C2CC2)oc2ccccc12 | nt | 5 | nt | nt | i | nt | 9% | -6% | 8
O=C(O)C1C2C=CC(O2)C1C(=O)Nc1ccc2c(c1)OCCO2 (stereo not drawn) | 5% | 5 | 9% | 0% | i | -2% | 8% | -3% | 0
CC1Cc2ccccc2N1C(=O)CSc1nc2ccccc2o1 (stereo not drawn) | -38% | 6 | 12% | -22% | i | -2% | nt | -9% | 5
CCOC(=O)N1CCN(C(=O)c2cccn3c(=O)c4sccc4nc23)CC1 | 3% | 15 | 10% | 1% | nt | 10% | nt | -2% | 1 | Spn PMK inh pilot replicates=0.0;MK inhibit pilot replicates=1.0
O=C(C1CCCN(S(=O)(=O)c2cnc[nH]2)C1)N1CCN(Cc2ccccc2)CC1 (stereo not drawn) | 2% | 4 | 11% | -5% | i | 7% | nt | 2% | 12
CC(=O)NC(CC(=O)Nc1ccc(S(=O)(=O)N2CCCC2)cc1)c1ccccc1 (stereo not drawn) | 6% | 0 | 12% | 5% | i | 1% | nt | 7% | 0
Clc1ccc(-c2nnc(SCc3cn4ccsc4n3)n2CC2CCCO2)cc1 (stereo not drawn) | -5% | 9 | 7% | -18% | i | -8% | 7% | 3% | 13
O=C(c1cc2ccccc2o1)N1CCN=C1SCc1cccc(F)c1 | -1% | 8 | 8% | -20% | i | 2% | 8% | 4% | 0
Fc1cccc2sc(N3CCCCC3)nc12 | 2% | 10 | 9% | -6% | i | -8% | 14% | -4% | 9
CC(=O)c1ccccc1Oc1nc(CN2CCOCC2)nc2scc(-c3cccs3)c12 | -4% | 3 | 1% | -21% | i | 4% | 7% | 2% | 15 | Spn PMK inh pilot replicates=2.0;MK inhibit pilot replicates=0.0;Spn DPM-DC inh pilot screen %=0.0
Cc1noc(NS(=O)(=O)c2ccc(NC(=O)c3ccc(Br)o3)cc2)c1C | 2% | 7 | 14% | 2% | i | 0% | 0% | 6% | 22
NC(=O)CSc1nc2c(sc3ccccc32)c(=O)n1CCCN1CCOCC1 | 8% | 7 | 9% | 0% | i | -7% | nt | 1% | 1
CC(C)CC(/C(O)=C(\C#N)c1nc2ccccc2[nH]1)N1C(=O)c2ccccc2C1=O (stereo not drawn) | 10% | 3 | 5% | 19% | i | -4% | -2% | -4% | 12
O=C(CSc1ncn(-c2ccccc2)n1)N1CCN(c2ccccc2)CC1 | -19% | 3 | 12% | -9% | i | 4% | 10% | 1% | 0
COCCNC(=O)CN1CCC(NC(=O)Nc2ccccc2)CC1 | -1% | 1 | 6% | 3% | i | -3% | -1% | 17% | 9
COc1ccc(C(=O)Nc2oc(-c3ccccc3)c(-c3ccccc3)c2C#N)cc1OC | nt | 0 | 13% | nt | i | 6% | nt | -6% | 12
CN(C)c1ccc(S(=O)(=O)c2ccc(Cl)cc2)cc1 | 0% | 12 | 6% | 1% | nt | 0% | nt | 24% | 5
Cc1c(CNC(=O)c2cnn3c2NC(c2ccc(Br)cc2)CC3C(F)(F)F)cnn1C (stereo not drawn) | 15% | 8 | -1% | 22% | i | -1% | nt | 9% | 1
CC(O)CN(Cc1cccc(Cl)c1)CC(C)O (stereo not drawn) | -16% | 29 | 10% | -29% | i | 4% | nt | 2% | 6 | Spn PMK inh pilot replicates=4.0;MK inhibit pilot replicates=3.5;Spn DPM-DC inh pilot screen %=0.0
N#CC1=C(N)Oc2ccccc2C12C(=O)Nc1n[nH]c(-c3ccccc3)c12 (stereo not drawn) | -14% | 2 | 20% | -13% | i | -1% | 18% | -7% | 3
COC(=O)c1ccccc1NC(=O)CN(c1ccccc1)S(=O)(=O)N(C)C | nt | 0 | nt | nt | i | nt | 6% | 9% | 11
O=C(CCn1c(=O)c2ccccc2n(Cc2cccnc2)c1=O)NCc1ccc2c(c1)OCO2 | -12% | 0 | 12% | 0% | i | -2% | 14% | -1% | 15

Reprinted from the part before: three compounds, then new ones.
SMILES | KRASV12 cytotoxicity | MK inhibit | Alkaline phosphatase | HPDE-C7 viability | Spn DPM-DC inh | Bfl-1 inhibitors | LYP phosphatase | HT1080 cytotoxicity | Spn PMK inh | others
N#CC1=C(N)Oc2ccccc2C12C(=O)Nc1n[nH]c(-c3ccccc3)c12 (stereo not drawn) | -14% | 2 | 20% | -13% | i | -1% | 18% | -7% | 3
COC(=O)c1ccccc1NC(=O)CN(c1ccccc1)S(=O)(=O)N(C)C | nt | 0 | nt | nt | i | nt | 6% | 9% | 11
O=C(CCn1c(=O)c2ccccc2n(Cc2cccnc2)c1=O)NCc1ccc2c(c1)OCO2 | -12% | 0 | 12% | 0% | i | -2% | 14% | -1% | 15
O=C1CCCC2=C1C(c1ccncc1)c1c(nc(SCc3ccccc3Cl)[nH]c1=O)N2 (stereo not drawn) | 26% | 9 | 6% | 36% | i | 3% | 11% | -1% | 6
CCOC(=O)c1sc2nc(C)n(CC(=O)NCC3CCCO3)c(=O)c2c1C (stereo not drawn) | 3% | 7 | 9% | 0% | i | -2% | 8% | 1% | 13
Cc1ccc2c(c1)C(c1ccc(F)cc1)N(C(=O)C1CC1)CC(=O)N2 (stereo not drawn) | 2% | 4 | 9% | -2% | i | -5% | 7% | 6% | 5
CC(=N)C1=C(O)CC(C)(C)CC1=O | 2% | 5 | 10% | 5% | i | -9% | nt | 24% | 7
CCCOc1cccc(C2/C(=C(/O)c3ccncc3)C(=O)C(=O)N2CCCN(C)C)c1 (stereo not drawn) | 1% | 13 | 7% | 5% | i | -5% | 9% | -5% | 10
Cc1ccc(S(=O)(=O)N2CCOCC2)cc1C(=O)OCC(=O)N1CCc2ccccc2C1 | 10% | 6 | 7% | -8% | i | -14% | -1% | 4% | 9 | Spn PMK inh pilot replicates=3.0;MK inhibit pilot replicates=1.0;Spn DPM-DC inh pilot screen %=2.5
OC(CN1CCOCC1)C12CC3CC(CC(C3)C1)C2 (stereo not drawn) | 0% | 5 | 6% | 0% | i | 0% | nt | -9% | 17
O=C(O)C(CC(=O)N1CCOCC1)NCc1ccccc1 (stereo not drawn) | 10% | 15 | 2% | 6% | i | 2% | 1% | 3% | 6
O=C(c1ccc(Cn2c(=O)[nH]c3ccccc3c2=O)cc1)N1CCN(c2ccc(F)cc2)CC1 | 0% | 5 | 10% | 13% | i | 7% | -3% | -3% | 9
Cc1ccc(C(=O)C2=C(O)C(=O)N(CCN(C)C)C2c2ccccn2)o1 (stereo not drawn) | -1% | 14 | 6% | 2% | i | -1% | 13% | 9% | 3
CCOc1ccc(NC(=O)CSc2nnc(Cn3c(=O)sc4ccccc43)n2C)cc1 | 3% | 3 | 8% | -6% | i | -4% | 7% | -5% | 7
CCc1c(C)sc(NC(=O)c2ccco2)c1C(=O)N1CCOCC1 | -12% | 0 | 0% | -9% | i | -4% | 6% | 1% | 4
CC1CCCCC1NC(=O)Cn1c(CN2CCCCC2)nc2ccccc2c1=O (stereo not drawn) | 10% | 9 | 14% | 21% | i | 2% | 5% | -1% | 7
CCN1CCN(C(c2ccc(OC)c(OC)c2)c2nnnn2C(C)(C)C)CC1 (stereo not drawn) | -15% | 15 | 5% | -17% | i | -26% | 9% | 8% | 15
CCn1nnnc1NCc1cccn1C | -2% | 10 | 7% | -8% | i | 3% | -5% | -4% | 6 | Spn PMK inh pilot replicates=2.0;MK inhibit pilot replicates=0.0;Spn DPM-DC inh pilot screen %=0.0
COc1ccc(OC)c(NC(=O)CSc2nc3c(c(=O)n(C)c(=O)n3C)n2C)c1 | 8% | 24 | 4% | 2% | i | -9% | 4% | -2% | 14
COC(=O)Nc1nc2c(C)cccc2s1 | -1% | 11 | 14% | -4% | i | -2% | nt | 12% | 7 | Spn PMK inh pilot replicates=0.0;MK inhibit pilot replicates=0.0;Spn DPM-DC inh pilot screen %=0.0
Cc1ccc(C)c(OCC(=O)Nc2ccc3c(c2)OCO3)c1C | 2% | 6 | 9% | 13% | i | -7% | 1% | 3% | 9
Cc1nn(-c2ccccc2)c2sc(C(=O)N3CCOCC3)cc12 | 0% | 3 | 6% | -6% | i | 0% | 3% | -1% | 7 | Spn PMK inh pilot replicates=0.0;MK inhibit pilot replicates=0.0;Spn DPM-DC inh pilot screen %=0.0
Fc1cccc(Nc2cc(-n3cccn3)ncn2)c1 | -1% | 8 | 21% | -12% | i | -4% | 9% | -3% | 2 | Spn PMK inh pilot replicates=2.0;MK inhibit pilot replicates=0.0;Spn DPM-DC inh pilot screen %=0.0
CCOc1ccccc1OCC(=O)Nc1ccc(S(=O)(=O)N(C)C)cc1 | 3% | 0 | 3% | 1% | i | -6% | 19% | 4% | 14
COc1ccc2oc(C(=O)c3ccccc3)c(NC(=O)CN3CCN(C)CC3)c2c1 | 10% | 6 | 12% | 8% | i | 4% | 15% | 0% | 9
CCOC(=O)Nc1ccc2c(c1)N(C(=O)N(CC)CC)c1ccccc1CC2 | -20% | 0 | 13% | 4% | i | -2% | nt | nt | 9
O=C(O)Cn1c(C(F)(F)F)nc2ccccc21 | -14% | 0 | 4% | 4% | i | -4% | 8% | -6% | 0
CCOc1ccc2ccccc2c1C(=O)Nc1cc(=O)n(C)c(=O)n1C | 4% | 2 | 2% | -14% | i | -5% | 0% | 5% | 4
CC(C)c1ccc(NC(=O)C2CCCN(S(=O)(=O)c3cnc[nH]3)C2)cc1 (stereo not drawn) | 0% | 1 | 3% | -6% | i | 5% | nt | 0% | 0
COC(=O)CCCCCC(CCC(=O)OC)NC(C)=O (stereo not drawn) | -4% | 0 | 4% | 8% | i | 0% | nt | 5% | 0
CCCCOc1ccc(C(=O)Nc2ccc(N3CCN(C(=O)C(C)C)CC3)cc2)cc1 | 5% | 5 | 16% | -5% | i | -1% | nt | 7% | 0 | Spn PMK inh pilot replicates=4.5;MK inhibit pilot replicates=2.0;Spn DPM-DC inh pilot screen %=1.5
COc1ccc2c(c1)c1c(n2C(C)=O)C(OC(C)=O)=NCC1 | 16% | 4 | 16% | 7% | nt | 0% | 9% | 5% | 7 | Spn PMK inh pilot replicates=5.0;MK inhibit pilot replicates=1.5

Bioassay records as filed in PubChem.
